NadD block = NadD (S. aureus) enzyme inhibition | purified NadD enzyme, colorimetric absorbance read-out | inhibition, % at 20 µM | 360,000 tested, 0.78% active; in the data active = inhibition above about 26%; note: some compounds past the cut are filed as inactive
SKN-1 block = C. elegans SKN-1 inhibition; inhibition, % at 21.8 µM; AID 624304; 360,000 tested, 0.49% active; C. elegans VP596 Pgst-4::GFP/RFP ratio, acrylamide-induced, 24 h;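 active = interference check ratio from 0.5 to 1.5 plus GFP to RFP signal ratio inhibition reaching or exceeding a fixed threshold, cut at about 30% in these data, passing the limit was not always enough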; note: some compounds called inactive have numbers as strong as hits
Tb MetRS inh = Trypanosoma brucei MetRS inhibition; purified T. brucei MetRS, ATP depletion, Kinase-Glo luminescence; inhibition, % at 11.9 µM; 360,000 tested, 0.4% active;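 active = inhibition above a per-plate cutoff of the control wells' mean inhibition plus 3 SD, cut at about 5.5% in these data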;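 note: 0% = DMSO wells median and 100% = median of wells with control inhibitor compound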
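Test system: purified T. brucei MetRS enzyme. Also added: ATP, methionine and E. coli bulk tRNA substrates. Compound: 11.9 µM single point. Schedule: 15 min enzyme-compound preincubation, 2 h reaction, 10 min detection, 25 °C. Signal: luciferase luminescence of residual ATP, Kinase-Glo. Evaluation: percent inhibition versus plate control medians. Controls: DMSO wells, low control.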
NRP1-CendR mod = NRP-1/CendR interaction modulation. 360,000 tested, 0.85% active. O14786. inhibition, % at 25 µM. FAM-RPARPAR peptide binding to NRP-1, fluorescence polarization;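 active = inhibition or corrected inhibition above about 18%, plus a signal ratio from 0.5 to 1.5, limit read from the data, passing the limit was not always enough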; note: strong numbers were not always called active
Target sequence (O14786 whole entry, looked up): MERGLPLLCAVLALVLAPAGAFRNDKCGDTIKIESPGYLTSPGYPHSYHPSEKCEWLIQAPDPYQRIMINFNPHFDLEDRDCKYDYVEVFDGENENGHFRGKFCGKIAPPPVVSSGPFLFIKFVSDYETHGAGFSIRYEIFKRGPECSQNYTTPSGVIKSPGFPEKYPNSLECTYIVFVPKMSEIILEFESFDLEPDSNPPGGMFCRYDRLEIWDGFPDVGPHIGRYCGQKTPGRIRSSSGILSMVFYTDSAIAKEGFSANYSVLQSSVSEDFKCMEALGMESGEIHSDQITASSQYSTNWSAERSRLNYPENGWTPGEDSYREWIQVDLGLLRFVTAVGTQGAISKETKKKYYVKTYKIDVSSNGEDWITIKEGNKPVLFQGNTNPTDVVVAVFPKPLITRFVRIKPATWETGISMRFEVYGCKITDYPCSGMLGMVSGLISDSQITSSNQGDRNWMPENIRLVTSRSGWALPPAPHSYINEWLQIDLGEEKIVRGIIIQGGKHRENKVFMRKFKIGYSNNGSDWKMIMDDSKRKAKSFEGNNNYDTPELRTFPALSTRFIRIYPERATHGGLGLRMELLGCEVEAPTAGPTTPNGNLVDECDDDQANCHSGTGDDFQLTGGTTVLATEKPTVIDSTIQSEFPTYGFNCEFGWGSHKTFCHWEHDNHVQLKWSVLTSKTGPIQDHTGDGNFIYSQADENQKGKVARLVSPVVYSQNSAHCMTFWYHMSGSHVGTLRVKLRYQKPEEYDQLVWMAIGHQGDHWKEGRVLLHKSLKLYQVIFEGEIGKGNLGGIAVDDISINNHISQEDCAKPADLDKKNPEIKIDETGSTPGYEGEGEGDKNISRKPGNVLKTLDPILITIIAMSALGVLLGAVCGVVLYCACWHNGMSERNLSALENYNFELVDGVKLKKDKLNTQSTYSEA
Neddylation inh = blocks human cullin neddylation | P61081+Q13564 | TR-FRET cullin neddylation, biochemical | calls only at 25 µM | 360,000 tested, 0.58% active | AID 651699; in the data active = inhibition above about 36%
LMPTP inh = blocks human LMPTP phosphatase; P24666; recombinant LMPTP-A, OMFP fluorogenic substrate, fluorescence intensity; inhibition, % at 20 µM; 360,000 tested, 0.22% active;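 active = compounds that cut the enzyme signal by at least half of the control window in the single-dose screen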;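 note: plate controls were DMSO wells with enzyme plus substrate for no effect and substrate without enzyme for full effect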
Target sequence (P24666 whole entry, looked up): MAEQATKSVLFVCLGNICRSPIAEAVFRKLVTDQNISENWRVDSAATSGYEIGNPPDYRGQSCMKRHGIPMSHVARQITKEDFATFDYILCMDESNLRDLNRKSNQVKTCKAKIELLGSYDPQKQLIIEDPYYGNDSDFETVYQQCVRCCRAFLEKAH
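test system = LMPTP-A | amount = 0.625 nM LMPTP-A final | reagent = fluorogenic phosphatase substrate OMFP at 400 µM final | incubation = 50 min at room temperature | benchmarks = no-enzyme low control, uninhibited high control | medium = Bis-Tris pH 6.0, DTT, detergent | signal = fluorescence intensity of OMFP turnover product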
Scp-1 inhibitor = inhibitors of human Scp-1 phosphatase | AID 493091 | 340,000 tested, 0.88% active | Recombinant Scp1, phosphopeptide, malachite green phosphate absorbance | inhibition, % at 20 µM;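 active = inhibition above about 50% at 20 µM, limit read from the data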;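 note: plate controls were DMSO wells with enzyme for no effect and wells lacking enzyme for full effect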
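Test system: SCP-1 phosphatase catalytic domain, residues 76-261 | Compound dosing: One concentration, 20 µM, with 1.0% DMSO | Schedule: 45 min room-temperature reaction, 5 min colour, 30 min stabiliser | Detection: Absorbance at 630 nm | Read-out basis: % inhibition of SCP-1 phosphate liberation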
DNMT1 block = DNMT1 (human) enzyme inhibition; 360,000 tested, 0.83% active; inhibition (reported as % activation of signal), % at 10 µM; AID 588458; DNMT1 molecular beacon, Hinp1I cleavage, fluorescence; in the data active = inhibition above about 50%
SUMO1 PPI mod = alters human SUMO1 binding to SIM partners | SUMO1 binding to a labelled peptide, TR-FRET, 1 h | inhibition, % at 20 µM | 360,000 tested, 0.33% active; in the data active = inhibition above about 37%
STEP inh = inhibitors of human striatal-enriched phosphatase STEP; P54829; recombinant STEP, OMFP fluorogenic substrate, fluorescence; inhibition, % at 20 µM; 360,000 tested, 0.25% active; AID 588621;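 active = inhibition at 20 µM, scaled per plate between control wells, above about 37%, limit read from the data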;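 note: 0% = DMSO with enzyme and substrate and 100% = substrate only without enzyme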
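Material: STEP (striatal-enriched tyrosine phosphatase) enzyme, cell-free; Compound dosing: 20 µM single dose in 1% DMSO; Technique: fluorescence read at 480 nm ex / 540 nm em; Times: reaction 20 min, ambient temperature; Medium: 50 mM Bis-Tris pH 6.0 with 2.5 mM DTT and 0.005% Tween 20; Also added: OMFP at 25 µM.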
Active calls of the source: *; i = inactive; . = no result given; + = active, no number.

SMILES	NadD block	SKN-1 block	Tb MetRS inh	NRP1-CendR mod	Neddylation inh	LMPTP inh	Scp-1 inhibitor	DNMT1 block	SUMO1 PPI mod	STEP inh
COc1ccccc1-c1nnc(SCC(=O)N2CCCC2)o1	-1	11	-0.6	2	i	-2.0	-9	0	-2	-3
Cc1nnc(NC(=O)CSc2nnc(-c3ccco3)n2C(C)C)s1	-1	-5	-0.6	3	i	-0.1	-5	0	0	0
N#CCCN(Cc1ccncc1)C(=S)NC1CC2C=CC1C2 (centres undefined)	-1	-16	-1.2	-8	i	-1.6	-4	3	2	0
Cc1cccc(N2N=C(C(=O)Nc3nc(C)cs3)CCC2=O)c1	-7	-3	-0.2	1	i	-0.9	-11	0	-5	-1
O=C(CSc1nc2ccsc2c(=O)n1Cc1ccc(C(=O)O)cc1)NCC1CCCO1 (centres undefined)	4	-1	-0.7	6	i	-0.2	1	3	2	-3
COc1ccc(NS(=O)(=O)c2cccc(C(=O)N/N=C/c3cn(-c4ccccc4)nc3-c3ccccc3)c2)cc1	12	4	-0.3	-8	i	3.1	-20	2	-5	0
Cc1cccc(-n2c(O)c(C=Nc3ccc4c(c3)OCO4)c3ccccc3c2=O)n1	3	9	-0.1	8	i	1.8	-2	-5	-21	5
CCOc1ccccc1N(CC(=O)Nc1ccc(S(=O)(=O)N2CCOCC2)cc1)S(=O)(=O)c1ccc(Cl)cc1	9	0	-1.2	8	i	1.3	-17	-3	-1	-2
COc1ccc(CCc2nnc(NS(C)(=O)=O)s2)cc1	-5	4	-1.1	2	i	-0.3	0	1	0	0
CC(C)CC(=O)OC1C(N2CCOCC2)c2c(ccc(/C=C/C(=O)N3CCOCC3)c2O)OC1(C)C (centres undefined)	-15	7	-0.4	-2	.	1.0	-10	4	1	3
CCC(Oc1ccccc1)C(=O)NC1CCCCCC1 (centres undefined)	-3	14	-0.5	-2	i	0.8	-2	-1	1	-3
COc1ccccc1CN1C[C@@H]2C[C@@H](c3cccc(C)c3)N3CCC[C@@]23C1=O	-1	-5	-0.1	16	i	1.5	-5	-7	-5	-2

Look-ups from the list:
`CCC(Oc1ccccc1)C(=O)NC1CCCCCC1` (centres undefined) in LMPTP inh is entered as 0.8
`N#CCCN(Cc1ccncc1)C(=S)NC1CC2C=CC1C2` (centres undefined) in Tb MetRS inh is entered as -1.2
`COc1ccccc1CN1C[C@@H]2C[C@@H](c3cccc(C)c3)N3CCC[C@@]23C1=O` in NadD block is entered as -1
`COc1ccccc1-c1nnc(SCC(=O)N2CCCC2)o1` in DNMT1 block is entered as 0

Other entries follow.
SMILES	NadD block	SKN-1 block	Tb MetRS inh	NRP1-CendR mod	Neddylation inh	LMPTP inh	Scp-1 inhibitor	DNMT1 block	SUMO1 PPI mod	STEP inh
CCSc1nnc(NC(=O)NC(CC)(C(F)(F)F)C(F)(F)F)s1	-5	21	-0.2	5	i	0.7	-3	0	2	-4
CC(=O)CSc1ccc(S(=O)(=O)N2CCN(C)CC2)cn1	5	-9	0.1	9	i	-1.6	-7	2	-6	-4
Cc1cc(=O)oc2c1c(C)nn2-c1ccc(Br)cc1	-4	14	-1.1	-3	i	0.4	-3	2	-1	1
CCc1ccc(OCC(=O)OCC(=O)NC2CCCC(C)C2C)cc1 (centres undefined)	-2	14	0.0	19	i	-0.6	-13	0	3	-4
Cc1cc(=O)oc2cc(OCC(=O)N3CCN(c4ccccc4)CC3)ccc12	4	17	0.1	-5	i	-1.5	-8	1	6	-5
O=C1CC(c2ccccc2)=NN1c1ccccc1	2	-4	0.8	1	.	0.7	-5	-8	-2	0
COc1ccc(CN2CCN(c3cc(C)nc4c5c(C)cc(C)nc5nn34)CC2)cc1F	5	23	-0.6	-16	i	3.0	-7	-5	1	15
Cn1cc(CNC(=O)C2c3ccccc3Oc3ccccc32)cn1	1	1	-0.5	4	i	0.7	-6	0	1	4
Cc1cc(N)n(-c2ccc(Cl)cc2)n1	0	2	-0.3	4	i	-1.4	-8	0	0	0
O=[N+]([O-])c1ccccc1O[C@@H]1O[C@H](CO)[C@H](O)[C@H](O)[C@H]1O	0	4	0.4	2	i	-1.7	-7	2	1	1
COC(=O)c1ccccc1S(=O)(=O)NNC(=O)c1nn(C)c(=O)c2ccccc12	1	1	-0.1	9	i	-0.9	-4	53*	12	-1
CC(=O)NCCc1ccc(C(=O)COC(=O)c2cccs2)cc1	-5	3	-0.1	9	i	0.1	.	4	-1	0
CCOC(=O)c1c(CSc2ccccc2)n(C)c2ccc(O)c(CN3CCOCC3)c12	-5	16	-0.2	12	i	-0.2	-5	-6	2	0
CCCN(C(=O)C(=O)Nc1ccc2nc3n(c(=O)c2c1)CCCCC3)c1ccc(OCC)cc1	1	-14	-0.8	5	i	1.4	-2	4	6	3
CC1CN/C(=C\C(=O)c2ccc(Br)cc2)C(=O)N1 (centres undefined)	-5	16	1.3	4	i	-0.4	-34	-2	-27	1
COc1ccc(C(=O)CC(=O)C(=O)Nc2cc(Cl)c(OC)cc2OC)cc1	20	0	-0.3	-2	i	-1.3	-16	-5	-4	3
C=CCN(CC=C)CCOc1cc(C)ccc1[N+](=O)[O-]	4	3	-0.9	0	i	-2.8	-3	-3	-6	0
CCC(C)[C@H](NC(=O)N1CC(=O)Nc2ccccc21)C(=O)Nc1ccccc1C (some centres undefined)	-1	1	-0.3	-8	i	-0.3	-9	0	-2	0
O=C1CCc2ccc(NC(=O)C3CC3)cc2N1	-3	-16	-1.1	2	i	-1.0	-5	2	6	10
N#Cc1ccc2[nH]c(CO)c(-c3ccccc3)c2c1	-8	0	0.1	2	+	0.1	-8	-14	2	-2
O=C(Nc1ncccc1O)c1ccc(NS(=O)(=O)c2ccc3[nH]c(=O)[nH]c3c2)cc1	2	-11	-0.3	6	i	-0.6	10	2	2	-2
Cc1cccc(NS(=O)(=O)c2cnc(Cl)c(Br)c2)n1	4	5	-0.4	-6	i	-1.2	-5	-1	-2	0
CCOC(=O)N1CCN(S(=O)(=O)c2c(C)nc3sccn3c2=O)CC1	-5	4	-0.4	8	i	-1.0	-5	2	-4	-2
CCSC(=S)c1c(C)[nH]n(-c2ccccc2)c1=O	-7	17	0.0	7	i	-0.8	-18	1	-4	0
CCN(CC)C(=O)C1CCCN(Cc2cccc(F)c2)C1 (centres undefined)	2	-7	0.0	6	i	-0.7	-8	2	2	-3
COc1ccc(S(=O)(=O)CCc2nnc(NC(C)=O)s2)cc1	-1	7	-0.4	-1	i	-2.1	-7	1	0	-1
COc1cccc(N2CCN(CC(=O)Nc3ccc(S(=O)(=O)N4CCCCCC4)cc3)CC2)c1	4	4	-0.2	-3	i	1.1	2	-12	9	2
Cc1c(Cl)cccc1NC(=O)CNC(=O)Cc1n[nH]c(=O)c2ccccc12	0	-2	0.3	20	i	-0.8	-15	0	2	0
Cc1ccc(C)c(OCCn2cc(/C=C(\C#N)C(=O)NCc3ccco3)c3ccccc32)c1	2	-2	-0.3	-15	.	3.4	-1	3	-2	1
Cc1ccc(SCC(=O)N2CC(C)OC(C)C2)cc1 (centres undefined)	-3	1	-1.0	3	i	0.8	-1	2	-3	-2
CCC(C)c1c(O)nc(SCC(=O)c2ccccc2)[nH]c1=O (centres undefined)	-4	4	0.3	6	i	-1.2	-6	-2	3	-3
CCOC(=O)CSc1nc2c(sc(=S)n2-c2ccccc2)c(=O)n1-c1ccc(OC)cc1OC	11	-8	-1.5	-3	i	5.0	-7	-8	2	12
CSc1ccc(Cn2nnc(C(=O)NCc3ccccc3)c2N)cc1	-5	2	0.1	2	i	-0.8	3	3	7	0
Cc1ccc(C)c(N2CC(C(=O)O)CC2=O)c1 (centres undefined)	-3	-5	-1.6	3	i	-1.2	6	4	10	0
COc1ccc(CCNCC(=O)Nc2ccc(OC(F)F)cc2)cc1	3	15	-0.1	15	i	-1.5	-5	2	2	-2
Cc1ccc(NC(=O)CCNC(=O)c2ccccc2Cl)nc1	3	1	-0.4	-19	i	-0.8	-2	-2	-13	-1

Among those listed so far, 2 have a COOH group.
SMILES	NadD block	SKN-1 block	Tb MetRS inh	NRP1-CendR mod	Neddylation inh	LMPTP inh	Scp-1 inhibitor	DNMT1 block	SUMO1 PPI mod	STEP inh
O=C(CSc1nc2ccsc2c(=O)n1Cc1ccc(C(=O)O)cc1)NCC1CCCO1 (centres undefined)	4	-1	-0.7	6	i	-0.2	1	3	2	-3
Cc1ccc(C)c(N2CC(C(=O)O)CC2=O)c1 (centres undefined)	-3	-5	-1.6	3	i	-1.2	6	4	10	0

Next entries follow.
SMILES	NadD block	SKN-1 block	Tb MetRS inh	NRP1-CendR mod	Neddylation inh	LMPTP inh	Scp-1 inhibitor	DNMT1 block	SUMO1 PPI mod	STEP inh
C/C(=N\NC(=O)c1ccc(C)cc1C)c1ccc(-n2ccnc2)cc1	4	10	0.0	3	i	-1.3	-3	1	1	3
CN1CCN(Cc2nc(-c3cccs3)no2)CC1c1ccccc1 (centres undefined)	7	4	-1.0	2	i	-1.2	-8	0	1	0
N/C(=N\OC(=O)CCc1ccccc1)c1ccc(Br)cc1	-6	14	0.0	2	i	2.7	-5	-2	-1	0
CCC(=O)c1ccc(O)cc1	4	17	-0.2	0	i	-2.2	-9	0	-2	-2
COc1ccccc1NC(=O)COC(=O)CCC1CCCC1	-3	7	-0.4	-1	i	-0.9	-7	3	7	-2
CN(C(=O)c1cccc(NC(=O)Cc2ccc(NC(=O)C3CCN(C(=O)c4ccccc4)CC3)cc2)c1)C1CCCCC1	6	3	-0.1	3	i	-1.8	8	1	3	2
Cc1ccc(N(CC(=O)N/N=C/c2cccs2)S(C)(=O)=O)cc1Cl	5	26	3.9	-10	i	0.5	-13	-5	-8	-5
COc1ccc(/C=N/OC(=O)Nc2ccccc2OC)cc1	-11	-7	-0.7	-4	i	0.0	6	-1	-3	2
COc1ccc(-c2cc(-c3c(O)c(OC)c4occc4c3OC)[nH]n2)cc1OC	14	2	-0.2	-4	i	2.2	-5	-16	22	0
COc1ccc(S(=O)(=O)N2CCCCCC2)cc1N	1	-23	-2.0	5	i	-2.3	4	4	4	-8
COc1ccc(CN2CCNC(=O)C2CC(=O)NCCSc2nccn2C)cc1OC (centres undefined)	-10	3	-0.1	5	i	-1.2	-10	-5	2	0
Cc1ccc(C)c(C(=O)CSc2nc3ccccc3c(=O)[nH]2)c1	1	11	-0.3	0	i	-0.8	7	2	-1	6
O=C(N/N=C/C=C/c1ccco1)c1ccncc1	9	14	0.3	-9	i	-0.3	2	-2	-10	0
C/C(Cn1nnc2ccccc21)=N\NC(=O)c1cccc(Br)c1	1	3	-0.2	6	i	-3.6	-6	6	-1	2
O=C(NCCN1CCC(n2c(=O)[nH]c3ccccc32)CC1)c1c(F)cccc1F	-3	-15	-0.3	1	i	1.9	.	.	2	.
CCCOc1ccc(/C=N/Nc2ccc(C(=O)O)cc2)c(OCCC)c1	7	-6	0.5	-5	.	0.8	-5	2	18	1
CCN(CC(=O)N1CCOCC1)S(=O)(=O)c1ccc(C)cc1	-5	-15	-1.4	-4	i	-0.9	-5	-3	6	5

Source: PubChem BioAssay (several laboratories)
